Nrf2 ARE act = activates Nrf2 signaling; AREc32 ARE-luciferase reporter (MCF7-derived line), luminescence, 24 h; Potency, µM (top dose mostly 46.1 µM), without a hit: at the highest dose activation, hits mostly activators; 0.31% of 410,000 active; AID 624171; further: potency means the concentration at half of the fitted maximal effect; % of control where 0% means no effect; nearly all actives have a fitted effect of over 65% in size
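Steps: seed AREc32_Fluc cells (1000/well, 5% FBS OPTI-MEM); incubate overnight at 37 deg C; add 23 nL compound; incubate 24 hr; add Steady-Glo; hold 30 min RT; read luminescence.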
A549 viability = A549 cytotoxicity, counter-screen for Nrf2 inhibitors | A549 ARE-Fluc cells, CellTiter-Fluor viability, 18-24 h | Potency, µM (highest dose often 46 µM), without a hit: at the top dose activity change, negative = cytotoxicity, most hits filed as inhibitors | 0.16% of 390,000 active; further: potency means the concentration at half of the fitted maximal effect; on the % scale 0 is the no-effect control and ±100 the full control effect
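Cytotoxicity counterscreen: CellTiter-Fluor fluorescence was measured in A549 ARE_Fluc cells after 18-24 h of compound exposure in a concentration series. The subsequent BugLite luminescent read reports ARE-luciferase activity.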
CCT modulator = cytosolic chaperonin activity modulation. 0.3% of 360,000 active. purified chaperonin ATPase assay, HTRF ADP detection, 30 min. activity change, % (no concentration beside the values), hits read low; in the data active means activity change below about -30%; further: on the % scale 0 is the no-effect control and ±100 the full control effect
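ATPase activity: ADP formed was measured by HTRF Transcreener (665/615 nm ratio) after 30 min at 37 deg C with 10 uM ATP. Compounds screened at one 76 uM concentration against 40 or 20 nM TRiC in Tris pH 7.4/KCl/MgCl2/DTT buffer.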
EPAC2 ag = activates human EPAC2 exchange factor. Q8WZA2. EPAC2 activation, biochemical qHTS; response scale: 100% = 6.5 mM cAMP response. Potency, µM (top dose mostly 154 µM), for the others: at the top dose activation, hits mostly activators. 0.079% of 360,000 active. AID 720711; further: potency means the concentration at half of the fitted maximal effect; nearly all actives have a fitted effect of over 50% in size
Target sequence (Q8WZA2 whole entry, looked up): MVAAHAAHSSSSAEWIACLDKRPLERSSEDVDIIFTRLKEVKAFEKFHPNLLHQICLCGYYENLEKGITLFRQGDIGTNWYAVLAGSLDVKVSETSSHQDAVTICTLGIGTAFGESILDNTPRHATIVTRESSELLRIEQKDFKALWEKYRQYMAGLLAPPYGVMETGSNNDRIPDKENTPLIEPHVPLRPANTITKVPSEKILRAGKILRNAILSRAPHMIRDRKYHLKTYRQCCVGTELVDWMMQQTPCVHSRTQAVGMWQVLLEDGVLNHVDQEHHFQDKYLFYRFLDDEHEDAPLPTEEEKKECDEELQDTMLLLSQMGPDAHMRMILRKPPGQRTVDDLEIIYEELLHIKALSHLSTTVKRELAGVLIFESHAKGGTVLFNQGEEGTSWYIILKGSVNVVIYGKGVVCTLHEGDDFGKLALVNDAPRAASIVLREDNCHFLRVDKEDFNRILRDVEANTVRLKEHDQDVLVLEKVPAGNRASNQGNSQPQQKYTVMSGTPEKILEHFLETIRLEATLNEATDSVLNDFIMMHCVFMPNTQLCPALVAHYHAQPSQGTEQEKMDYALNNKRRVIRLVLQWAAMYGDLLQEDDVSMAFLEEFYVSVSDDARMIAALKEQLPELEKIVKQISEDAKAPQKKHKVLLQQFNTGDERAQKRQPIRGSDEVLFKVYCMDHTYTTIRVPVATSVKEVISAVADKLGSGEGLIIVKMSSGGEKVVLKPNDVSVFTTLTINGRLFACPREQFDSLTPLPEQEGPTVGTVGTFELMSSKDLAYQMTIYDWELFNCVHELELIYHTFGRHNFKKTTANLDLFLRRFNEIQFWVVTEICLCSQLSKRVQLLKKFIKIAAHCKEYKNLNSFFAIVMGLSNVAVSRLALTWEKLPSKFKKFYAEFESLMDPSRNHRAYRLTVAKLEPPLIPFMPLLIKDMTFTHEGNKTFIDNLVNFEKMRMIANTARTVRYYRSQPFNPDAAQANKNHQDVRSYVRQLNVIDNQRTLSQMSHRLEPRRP
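Setup: EPAC2 100 nM, labeled Rap1B complex 250 nM, free GDP 50 uM. Compound titrations pinned in, brief spin, 5 min room temperature incubation. Kinetic fluorescence read over 30 min, normalized to 6.5 mM cAMP.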
pAkt inh = inhibitors of Akt phosphorylation; Neuro2A IGF-stimulated pAkt S473 HTRF, 20 min; active compounds read low; activity change, % for hits at 50 µM; 0.32% of 360,000 active; AID 651550; in the data active means activity change below about -80%; inconclusive means mostly about -51% to -80%; further: on the % scale 0 is the no-effect control and ±100 the full control effect
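Neuro2A cells in DMEM with 0.5% FBS, overnight at 37 deg C, given compound at single 50 µM final, then IGF (6 nM final) for 20 min at 37 deg C. Lysed; phospho-Akt Ser473 by HTRF after 24 h, 665/615 ratio.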
Nrf2 block = blocks Nrf2 signaling; A549 ARE-Fluc reporter, luciferase luminescence, 18-24 h; Potency, µM (highest dose often 46 µM), for inactives: at the highest dose activity change, negative = inhibition, usual class: inhibitors; 2.1% of 360,000 active; AID 504444; further: potency means the concentration at half of the fitted maximal effect; on the % scale 0 is the no-effect control and ±100 the full control effect; nearly all actives have a fitted effect of over 60% in size
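A549 ARE_Fluc cells (5000/well, 5% FBS OPTI-MEM) pre-incubated 2 h, then treated with compounds 18-24 h at 37C/5% CO2 in concentration-response. CellTiter-Fluor viability read first; BugLite luciferase luminescence after 15 min at room temperature gives Nrf2 activity.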
EPAC2 antagonist = antagonists of human EPAC2; Q8WZA2; EPAC2 GEF exchange of Rap1B-BODIPY-GDP, fluorescence; Potency, µM (top dose mostly 114 µM), for the others: at the top dose activity, negative = inhibition, actives largely listed as inhibitors; 0.18% of 360,000 active; further: potency means the concentration at half of the fitted maximal effect; on the % scale 0 is the no-effect control and ±100 the full control effect; nearly all actives have a fitted effect of over 45% in size; many of its hits are not listed in these tables
MmCpn inh = inhibitors of Methanococcus maripaludis chaperonin (MmCpn); purified Mm-Cpn ATPase, ADP Transcreener TR-FRET; Potency, µM (doses to about 76.9 µM), for the others: at the highest dose activity, negative = inhibition, actives largely listed as inhibitors; AID 504842; 0.031% of 330,000 active; further: potency means the concentration at half of the fitted maximal effect; on the % scale 0 is the no-effect control and ±100 the full control effect; nearly all actives have a fitted effect of over 80% in size
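ATPase turnover read by TR-FRET ADP competition (Eu cryptate antibody/ADP-d2, 665/590 nm): 10uM ATP final, 25nM Mm-CPN final, 30 min 37degC after 10-min compound preincubation, pH 7.4 Tris/KCl/MgCl2/DTT buffer.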
TGFb inhibitor = blocks TGF-b signaling. HepG2 CAGA-GFP TGF-b/SMAD3 reporter, GFP fluorescence, 18 h; TGF-beta stimulated, 500 pg/mL final. Potency, µM (series often up to 46.1 µM), without a hit: top-dose activity, negative = inhibition, most hits filed as inhibitors. 1.2% of 410,000 active. AID 588855; further: potency means the concentration at half of the fitted maximal effect; on the % scale 0 is the no-effect control and ±100 the full control effect; nearly all actives have a fitted effect of over 65% in size
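Smad-responsive CAGA-GFP expression was quantified in HEPG2 cells exposed to compounds and 500 pg/mL final TGF-beta for 18 h at 37 degrees C; unstimulated wells defined full inhibition.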
* = called active by the depositor; i = inactive; ? = inconclusive; nt = no result given; & = joins results of further samples; [ ] = dose if it differs, or a comment. Unless noted, the call rests on the fitted dose curve; in most records, active means well fitted curve in the direction sought with a large enough effect; inconclusive means small, poorly fitted or top-dose-only effect, or another doubt; inactive means no such curve, though single readings can be large; an effect the other way counts as inactive or inconclusive.

SMILES	Nrf2 ARE act	A549 viability	CCT modulator	EPAC2 ag	pAkt inh	Nrf2 block	EPAC2 antagonist	MmCpn inh	TGFb inhibitor
COc1cc(SC)ccc1C(=O)NCC1CCCO1 (stereo not given)	2.1%	14%	-0.9	0%	i	14%	-5%	1%	11%
CCCCN(C(=O)CC1CCCC1)c1c(N)n(CCCC)c(=O)[nH]c1=O	-0.2%	6%	-0.7	-1%	i	6%	0%	0%	35%[activator]
COc1ccc(-c2cc(C(=O)N/N=C/c3ccc(OC)c(COCC(F)(F)C(F)F)c3)c3ccccc3n2)c(OC)c1	-0.5%	0%	-0.2	1%	i	4%	6%	-7%	-4%
CCOc1cc(C(=S)N2CCCC2)ccc1O	0.0%	-10%	-1.8	7%	i	-9%	0%	1%	4%
CCOCCn1ccc2c(OCC(=O)NCc3ccccc3)cccc2c1=O	-0.2%	-1%	-4.2	-3%	i	6%	-1%	-3%	-9%
COC(=O)C(=C/C(C)=C/c1cccs1)C(=O)OC	14µM*	-13%	1.1	7%	i	-4%	0%	-2%	?
CCOC(=O)N1CCC(N2Cc3cccc(C(=O)NC(C)c4ccc5c(c4)OCCO5)c3C2=O)CC1 (stereo not given)	1.1%	-17%	1.6	14%	i	-3%	-6%	-1%	28%
O=Cc1cn(CCC(=O)O)nc1-c1cccc(Br)c1	0.0%	2%	-5.2	19%	i	0%	14%	-1%	3%
O=C(CCN1CCCCCC1)Nc1cccc(Cl)c1	-0.1%	0%	-0.1	4%	nt	7%	-4%	-4%	-1%
CCN(CC)C(=O)C1CCCN(Cc2nc(-c3cccs3)no2)C1 (stereo not given)	2.5%	-5%	0.9	6%	i	24%	0%	2%	-3%
COc1cccc(C(=O)c2ccccc2NC(C)=O)c1	0.5%	nt	-0.6	3%	i	nt	0%	nt	12%
COc1ccc(NC(=O)CCC(=O)N2CCC(c3ccccc3)=N2)cc1S(=O)(=O)N1CCCCC1	-1.0%	1%	3.8	-9%	i	3%	-11%	nt	9%
N#CC1=C(N)Oc2cc(O)c(Cl)cc2C1c1cccnc1 (stereo not given)	-0.1%	16%	0.2	11%	i	5%	8%	2%	37%[activator]
O=C(/C=C/c1ccco1)NC(=S)Nc1ccccc1	14%	0%	-5.4	15%	i	?	-16%	-15%	?
COC(=O)/C(=C\c1ccc([N+](=O)[O-])cc1)NC(=O)c1ccccc1	4.3%	4%	-2.5	11%	i	2%	-15%	nt	-5%
Cc1ccc(Nc2nnc(SCC3CCCCO3)s2)cc1 (stereo not given)	-0.2%	-8%	-0.5	13%	i	0%	7%	2%	-3%
C=CCc1c(C)[nH]c2c(OC)cccc2c1=S	8.5%	-7%	-1.1	-3%	i	-29%	3%	-5%	-19%
CCCCN(C)c1c(C)nc2ccc(C(=O)NCc3cccs3)cn12	3.9%	nt	-0.8	9%	i	nt	-13%	nt	3%
C[C@@]12C(=O)N(c3ccc(Cl)cc3)C(=O)N1[C@@H]1c3ccccc3OC[C@@H]1[C@H]2c1ccccc1	-0.4%	-2%	-0.8	13%	i	0%	-4%	-2%	?
CCC(=O)c1ccc(OCC(O)CN(C)C2CCCCC2)cc1 (stereo not given)	0.0%	6%	-3.0	8%	i	nt	3%	-2%	?
CCCn1c(=O)c(C(=O)Nc2ncccc2O)c(O)c2ccccc21	0.1%	10%	-6.3	6%	i	1%	6%	-3%	-15%
O=C1OCC/C1=C\c1ccccc1O	0.2%	-6%	2.2	-7%	i	-9%	12%	-1%	22%
Clc1ccc(C2=NNC(=NCc3ccc4c(c3)OCO4)SC2)cc1	7.4%	?	-1.6	9%	i	23µM*	-1%	-1%	16µM*
CC1(C(=O)NCc2ccccc2)CCC(=O)N1CC(F)(F)F (stereo not given)	-1.6%	nt	-0.4	5%	i	nt	12%	nt	2%
COc1ccc(C#CC2=CC(=O)CC(C)(C)C2)cc1	13µM*	nt	-0.1	19%	i	nt	-11%	nt	-15%
Carrying on.
SMILES	Nrf2 ARE act	A549 viability	CCT modulator	EPAC2 ag	pAkt inh	Nrf2 block	EPAC2 antagonist	MmCpn inh	TGFb inhibitor
O=C(CCN1CCN(c2ccccc2)CC1)Nc1ccc(OCc2ccccc2)cc1	0.1%	-7%	-0.7	6%	i	-8%	-2%	1%	12%
CC(=O)NC(c1cccc(F)c1)c1nc(-c2ccc3ccccc3c2)cs1 (stereo not given)	0.7%	nt	0.6	14%	i	nt	-4%	nt	-11%
Cc1ccc(-n2nc(C(=O)O)nc2-c2ccccc2)cc1	-0.3%	-1%	4.0	8%	i	nt	5%	1%	9%
COc1cc2cnc(-c3ccccc3)c(-c3ccc(C(F)(F)F)cc3)c2cc1OC	3.9%	?	-0.4	-16%	i	?	?	1%	11µM*
Cc1cc(C)cc(N(C(=O)c2ccco2)C(C(=O)NC2CCCC2)c2ccncc2)c1 (stereo not given)	5.5%	-12%	-2.8	11%	i	?	-9%	1%	5%
COc1cccc(C(=O)N2CCCc3ccccc32)c1OC	-0.7%	nt	-1.3	15%	i	nt	-10%	nt	-7%
COc1cc(SC#N)ccc1N=Cc1c(C)[nH]n(-c2ccc(C)cc2)c1=O	?	?	-1.2	-3%	i	?	19%	-1%	10µM*
CCOC(=O)CCC(=O)NCc1ccc2c(c1)cc(C)n2C	-0.4%	nt	0.0	7%	i	9%	14%	-6%	6%
C=CCn1c(SCc2nc3cc(C(=O)OC)ccc3c(=O)[nH]2)nc2sc(CC)cc2c1=O	0.2%	1%	-1.7	-13%	i	0%	-8%	1%	3%
O=C(Nc1nnc(COc2ccccc2)s1)Nc1ccccc1F	-0.2%	0%	0.6	-2%	i	6%	-1%	0%	15%
O=c1[nH][nH]c(-c2ccccc2)c1-c1ccccc1	-0.2%	-3%	-1.2	4%	i	-1%	6%	nt	13%
CN(C(=O)c1ccc2c(c1)OCO2)C1(C)CCS(=O)(=O)C1 (stereo not given)	0.0%	1%	-0.6	11%	i	7%	4%	-1%	1%
COc1cc(C(=O)N/N=c2/sc3ccccc3n2C)cc(OC)c1OC	-0.4%	3%	-0.4	7%	i	19%	13%	1%	7%
COc1ccc(CN2CCN(c3cccc(C)c3C)CC2)cc1OC	-0.6%	0%	-0.4	4%	nt	?	4%	4%	-16%
COCc1cc(C)nc(SCC(=O)Nc2cccc(C)c2C)c1C#N	-0.7%	-2%	-2.6	-2%	i	0%	7%	0%	1%
CC(C)c1ccc(S(=O)(=O)N2CCN(CC(=O)Nc3ccc4c(c3)OCO4)CC2)cc1	-0.1%	-5%	0.9	-3%	i	nt	-13%	0%	-2%
CCCCc1ccc(/C(C)=N/Nc2cc(N3CCOCC3)nc(C)n2)cc1	2.5%	-23%	-0.9	-12%	i	?	-7%	-3%	?
O=Cc1ccc(O)c2ncccc12	?	0%	-1.4	10%	i	?	-17%	-4%	4µM*
Cc1nc2sc3c(c2c(=O)[nH]1)CCCC3	-0.3%	1%	-2.5	16%	i	?	3%	-2%	1%
CC(C)NC(=O)C1CCN(C2CCN(C(=O)/C=C/c3cccs3)CC2)CC1	0.2%	3%	0.3	5%	i	-2%	4%	1%	6%
O=C(Nc1ccccc1)n1cc(-c2ccccn2)c(N2CCOCC2)n1	2.3%	10%	-2.2	2%	i	?	14%	1%	?
CC1CCCC(N2CCN(C(=O)c3cccc(F)c3)CC2)C1 (stereo not given)	0.1%	3%	-1.7	-1%	i	0%	11%	1%	-23%
CCOc1ccc2cc(-c3nnc(Nc4ccc(C)cc4)s3)c(=O)oc2c1	0.4%	3%	nt	nt	nt	12%	nt	nt	-7%
CCOC(=O)C(C)On1c(-c2cccc(Cl)c2)nc2ccc([N+](=O)[O-])cc21 (stereo not given)	11%	-3%	1.0	-6%	?	-6%	3%	-1%	?
Cc1cc(NC(=O)CSc2nnc(Nc3ccccc3)s2)no1	2.2%	1%	-2.4	-1%	i	13%	-3%	0%	-14%
Next section.
SMILES	Nrf2 ARE act	A549 viability	CCT modulator	EPAC2 ag	pAkt inh	Nrf2 block	EPAC2 antagonist	MmCpn inh	TGFb inhibitor
Cc1ccc(S(N)(=O)=O)cc1NC(=O)C1CC2CCC1C2 (stereo not given)	-0.3%	0%	-6.5	8%	i	9%	1%	0%	14%
O=C(CNC(=O)C1CCCCC1)OCC(=O)c1ccc(F)cc1	1.0%	4%&20%	0.3	5%	i	5%&13%	-3%	-2%	8%&61%
O=C(c1ccccc1NS(=O)(=O)c1cccc2cccnc12)N1CCOCC1	0.2%	0%	-1.1	6%	i	4%	-3%	-2%	5%
CC1Cc2ccccc2N1S(=O)(=O)c1cccs1 (stereo not given)	0.0%	?	1.1	3%	i	?	3%	3%	-4%
COc1ccc(C(=O)c2c3ccc(OC)cc3[n+]([O-])n2Cc2ccc(C(N)=O)cc2)cc1	10%	?	0.0	-3%	i	?	1%	1%	2%
Cc1ccc(C)c(OC(=O)c2cncc(Br)c2)c1	3.4%	-3%	2.4	0%	i	1%	2%	2%	1%
CC(CN1CCCCC1)OC(=O)c1ccc(Cl)cc1Cl (stereo not given)	0.1%	3%	-7.1	9%	i	2%	2%	2%	-3%
O=C1NC(=S)N/C1=C/c1cccc2ccccc12	9.8%	1%	0.7	5%	i	-3%	1%	1%	2%
O=C(c1ccco1)N1CCN(C(=O)c2ccccc2OC(=O)C23CC4CC(CC(C4)C2)C3)CC1	3.7%	-5%	-1.4	-3%	i	0%	-3%	0%	0%

Full records, looked up by structure. Screens in order: Nrf2 ARE act | A549 viability | CCT modulator | EPAC2 ag | pAkt inh | Nrf2 block | EPAC2 antagonist | MmCpn inh | TGFb inhibitor
Record of CC1Cc2ccccc2N1S(=O)(=O)c1cccs1 (stereo not given) = 0.0% | ? | 1.1 | 3% | i | ? | 3% | 3% | -4%
Record of Cc1ccc(C)c(OC(=O)c2cncc(Br)c2)c1 = 3.4% | -3% | 2.4 | 0% | i | 1% | 2% | 2% | 1%

A portion of the library, so the mix of outcomes need not match the whole.
